Compound activity deposited in PubChem by National Center for Advancing Translational Sciences (NCATS).
ASM inhibitor: Inhibitors of Secretory Acid Sphingomyelinase (S-ASM): qHTS | Sphingomyelin phosphodiesterase (Homo sapiens), P17405 | placental ASM, HMU-PC fluorogenic substrate, 60 min | Potency, µM (series often up to 57.5 µM), without a hit: top-dose activity change, negative = inhibition, actives largely listed as inhibitors | 340,000 tested, 0.006% active | AID 504937, 2011; also: potency is read from the fitted curve at half-maximal effect
Target sequence (P17405 47-631 limits assumed): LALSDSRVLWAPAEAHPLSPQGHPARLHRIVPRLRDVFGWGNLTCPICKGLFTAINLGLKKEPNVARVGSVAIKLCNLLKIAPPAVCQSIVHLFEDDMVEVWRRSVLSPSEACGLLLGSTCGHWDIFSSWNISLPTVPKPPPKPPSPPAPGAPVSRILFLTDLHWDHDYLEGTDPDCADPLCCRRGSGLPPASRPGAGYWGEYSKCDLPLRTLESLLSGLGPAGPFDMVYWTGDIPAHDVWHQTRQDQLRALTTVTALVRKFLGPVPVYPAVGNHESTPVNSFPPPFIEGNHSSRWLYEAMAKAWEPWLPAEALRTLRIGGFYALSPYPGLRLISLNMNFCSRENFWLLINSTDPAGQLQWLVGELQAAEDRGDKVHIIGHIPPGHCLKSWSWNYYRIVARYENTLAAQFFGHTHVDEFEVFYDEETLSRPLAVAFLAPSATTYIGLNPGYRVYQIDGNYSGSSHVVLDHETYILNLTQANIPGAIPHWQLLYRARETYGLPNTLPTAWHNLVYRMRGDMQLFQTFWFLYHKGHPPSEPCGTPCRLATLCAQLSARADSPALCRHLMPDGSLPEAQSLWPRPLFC
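Fluorescence read-out (Ex 386 nm, Em 447 nm) after stopping the reaction at pH 10. Enzyme: ASM from human placenta; substrate HMU-PC0, 9 uM final; 60 min, 37 °C. Compound preincubation 10 min, ambient temperature.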
Mito fusion yeast: qHTS Assay for Small Molecule Inhibitors of Mitochondrial Division or Activators of Mitochondrial Fusion; S. cerevisiae fusion-defective mutant growth rescue, CellTiterGlo 48 h; Potency, µM (titrated, usually from 46.1 µM), without a hit: top-dose growth rescue (activation), usual class: activators; 320,000 tested, 0.23% active; AID 485298, 2010;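 also: potency is read from the fitted curve at half-maximal effect; % of control where 0% means no effect; nearly all actives have a fitted effect of over 45% in size; temperature-sensitive fusion mutants such as fzo1-1 at 37 °C on non-fermentable ethanol glycerol medium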
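Growth-rescue viability read-out: after 48 h at the non-permissive 37C in glycerol/ethanol YPEG, yeast mitochondrial fusion mutants are measured by CellTiterGlo luminescence; compounds (23 nl pinned per well) restoring growth score as division inhibitors or fusion activators.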
TSG101-PTAP inh: qHTS Assay for Iinhibitors of HIV-1 Budding by Blocking the Interaction of PTAP/TSG101. Potency, µM (doses to about 115 µM), without a hit: at the top dose activity change, negative = inhibition, most hits filed as inhibitors. Fluorescence polarization, FITC-PTAP peptide / Tsg101 binding. Tumor susceptibility gene 101 protein (Homo sapiens), Q99816. 340,000 tested, under 10 active. AID 493005, 2010; active = well fitted inhibition curve with a large enough effect in the main read-out, with a control signal flat, not every such curve was filed as active; inconclusive = small, poorly fitted or top-dose-only effect, or effect the other way, or a change in a side signal; inactive = no such curve, though single readings can be large or run the other way; also: potency is read from the fitted curve at half-maximal effect; % of control where 0% means no effect
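Steps: Tsg101 binding domain dispensed (10 uM final), compounds pinned in DMSO, FITC-labeled PTAP-motif peptide added (50 nM final); after 20 min binding at room temperature, polarization measured.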
Tb PFK block: qHTS Assay to Find Inhibitors of T. brucei phosphofructokinase. 330,000 tested, 0.17% active. Potency, µM (titrated, usually from 57.5 µM), without a hit: top-dose activity, negative = inhibition, most hits filed as inhibitors. T. brucei PFK, ADP-Glo luminescence. ATP-dependent 6-phosphofructokinase (Trypanosoma brucei brucei), O15648;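 also: potency is read from the fitted curve at half-maximal effect; 0% = uninhibited 1x PFK enzyme wells and -100% = no-enzyme wells; nearly all actives have a fitted effect of over 60% in size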
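Activity is normalized to no-enzyme wells (full inhibition) and 1.25 nM enzyme wells (no inhibition). Reaction: 0.5 mM F6P, 0.1 mM ATP, 45 min RT, ADP-Glo luminescence; concentration-response curves fitted and classed by quality.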
TSHR antagonist: Antagonists of the Thyroid Stimulating Hormone Receptor: HTS campaign; Thyrotropin receptor (Homo sapiens), P16473; TSHR-expressing cells, TSH-stimulated cAMP HTRF, 2 h; hits give low values; activity change, negative = inhibition, % at 11.5 µM; 330,000 tested, 0.2% active; AID 504810, 2011;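 active = activity change below a set negative limit, meaning inhibition stronger than a set level, cut at about -70% in these data; inconclusive = activity change between two set negative limits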; also: % is scaled to controls: 0 for no effect and ±100 for the full control effect
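Freshly harvested TSHR cells receive pin-tooled compound, then EC80 TSH at 4nM final. After 2 hours at 37 deg C, antibody in lysis buffer and cAMP-d2 are added; 30 minutes at ambient temperature precede the HTRF read.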
A-T KAP1 phos: qHTS Assay for Identifying a Potential Treatment of Ataxia-Telangiectasia. […] A-T fibroblasts, KAP-1 phosphorylation AlphaLISA; neocarzinostatin DNA damage 30 min before lysis. 320,000 tested, 0.19% active. Potency, µM (titrated, usually from 57.5 µM), for the others: top-dose activation, usual class: activators; also: potency is read from the fitted curve at half-maximal effect; % of control where 0% means no effect; nearly all actives have a fitted effect of over 45% in size
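ATM-like activity read as KAP-1 phosphorylation via AlphaLISA donor/acceptor antibody pairs after lysis and 6 hr at 25C. Cells were ATM-null patient fibroblasts ([…], hTERT), dosed 60 min, then exposed to the DSB inducer NCS for 30 min.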
ELG1 DNA repair: qHTS screen for small molecules that inhibit ELG1-dependent DNA repair in human embryonic kidney (HEK293T) cells expressing luciferase-tagged ELG1. HEK293T ELG1-luciferase reporter, luminescence, 16 h; DNA damage induced by 5-fluorouridine. Potency, µM (series often up to 46.1 µM), inactives show top-dose activity change, negative = inhibition, actives largely listed as inhibitors. 330,000 tested, 2.3% active. AID 504467, 2011; also: potency is read from the fitted curve at half-maximal effect; % is scaled to controls: 0 for no effect and ±100 for the full control effect; nearly all actives have a fitted effect of over 55% in size
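Luminescence from the luciferase reporter, measured 30 min after ONE-Glo reagent at room temperature, was the read-out. Beforehand, 2,000 cells per well were exposed for 16 hr at 37 °C to 5-fluorouridine together with compound or vehicle.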
Eya2 inh: qHTS Assay for Inhibitors of the Phosphatase Activity of Eya2; Protein phosphatase EYA2 (Homo sapiens), O00167; recombinant Eya2, OMFP fluorescence dephosphorylation (OMFP is methylfluorescein phosphate); Potency, µM (highest dose often 76.9 µM), for inactives: at the highest dose activity, negative = inhibition, actives largely listed as inhibitors; 330,000 tested, 0.006% active; AID 488837, 2010; also: potency is read from the fitted curve at half-maximal effect; % is scaled to controls: 0 for no effect and ±100 for the full control effect
Target sequence (O00167 whole entry, looked up): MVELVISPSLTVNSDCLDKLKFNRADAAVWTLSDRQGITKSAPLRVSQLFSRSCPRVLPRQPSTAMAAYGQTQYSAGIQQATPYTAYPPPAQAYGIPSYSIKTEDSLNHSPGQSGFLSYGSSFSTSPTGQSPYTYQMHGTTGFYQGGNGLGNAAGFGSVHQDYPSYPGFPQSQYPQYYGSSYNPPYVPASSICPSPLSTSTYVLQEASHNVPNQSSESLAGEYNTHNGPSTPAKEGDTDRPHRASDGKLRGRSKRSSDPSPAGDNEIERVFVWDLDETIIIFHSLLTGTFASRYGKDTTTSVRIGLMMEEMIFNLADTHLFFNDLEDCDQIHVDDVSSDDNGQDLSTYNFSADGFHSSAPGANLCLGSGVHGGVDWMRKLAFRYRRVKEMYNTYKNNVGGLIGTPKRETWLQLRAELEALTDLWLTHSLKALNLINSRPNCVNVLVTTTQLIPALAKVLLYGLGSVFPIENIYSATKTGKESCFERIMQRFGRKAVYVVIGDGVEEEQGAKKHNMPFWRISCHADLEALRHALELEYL
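Eya2 protein (added as 0.2 uM solution) was preincubated with compound for 10 min at ambient temperature in 50 mM HEPES pH 7.5, 50 mM NaCl, 5 uM MgCl2, 0.05% BSA, 1 mM DTT. OMFP (added at 50 uM) then reacted 10 min; fluorescence read at 485/525 nm.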
a7 integrin act: qHTS for Activators of Integrin-Mediated Alleviation for Muscular Dystrophy. alpha7betagal myoblasts, beta-gal FDG fluorescence, 48 h. Potency, µM (top dose mostly 38.3 µM), inactives show top-dose activation, actives largely listed as activators. 350,000 tested, 0.064% active. AID 624291, 2012;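 also: potency is read from the fitted curve at half-maximal effect; 100% = response of the positive control SU9516; nearly all actives have a fitted effect of over 60% in size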
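alpha7betagal+/- myoblasts (passage 13, 250/well) treated 48 h at 37C with compounds at 1:260 dilution of DMSO stock. Lysed, then beta-galactosidase activity read as FDG fluorescence (ex 480/em 540) after 30 min, with pre-read for autofluorescence.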
TCR act: Activators of T cell receptors: qHTS campaign | AID 504894, 2011 | Potency, µM (titrated, usually from 9.22 µM), inactives show at the top dose activation of IL-2 secretion, actives largely listed as activators | 330,000 tested, under 10 active | primary human leukocytes, anti-CD3, IL-2 HTRF, 48 h; also: % of control where 0% means no effect
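Primary human leukocytes receive a-CD3 beads and test compound and are incubated 48 hr. Secreted IL-2 is then assayed by HTRF, measuring 665nm acceptor emission after 320nm excitation of the europium donor.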
Chronic BCR inh: qHTS Assay to Find Inhibitors of Chronic Active B-Cell Receptor Signaling; ABC-DLBCL IkBa-CBG/CBR reporter, luminescence ratio, 4 h; Potency, µM (highest dose often 46.1 µM), inactives show at the highest dose ratio change, negative = lower green/red ratio, most hits filed as inhibitors; 340,000 tested, 0.05% active; active = well fitted inhibition curve with a large enough effect in the signal ratio, with a control signal flat, not every such curve was filed as active; inconclusive = small, poorly fitted or top-dose-only effect, or effect the other way, or a change in a side signal; the % refers to the signal ratio;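 also: potency is read from the fitted curve at half-maximal effect; plate controls were basal doxycycline-induced cells for no effect and cells given 10 µM MG132 for full effect; MG132 reads +100%, hits lower the ratio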
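Doxycycline induced both beetle luciferases in TMD8 lymphoma cells; IKK-driven degradation limits the IkappaBalpha-fused green signal, while red luminescence normalises for cell number and nonspecific effects. Compounds tested up to 46 uM, 4 hrs.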
* marks the source's active call; other numbers are inactive results; i = inactive; u = inconclusive; x = no result given; [ ] = another dose, or the depositor's remark. Unless noted, calls follow the shape of the dose curve; as a rule, active = well fitted curve in the direction sought with a large enough effect; inconclusive = small, poorly fitted or top-dose-only effect, or another doubt; inactive = no such curve, though single readings can be large; an effect the other way counts as inactive or inconclusive.

SMILES	ASM inhibitor	Mito fusion yeast	TSG101-PTAP inh	Tb PFK block	TSHR antagonist	A-T KAP1 phos	ELG1 DNA repair	Eya2 inh	a7 integrin act	TCR act	Chronic BCR inh
C[C@H](CO)N1C[C@H](C)[C@@H](CN(C)C(=O)Nc2ccccc2)Oc2c(NS(=O)(=O)c3ccccc3)cccc2C1=O	1%	x	-1%	1%	5	4%	11%	-19%	-17%	-1%	-2%
O=C(O)[C@@H]1Cc2c([nH]c3ccccc23)C2CCC(=O)N21 (some centres not stated)	-3%	-4%	-2%	2%	-2	4%	14%	13%	-33%	5%	-3%
O=C1CCC(C(=O)Nc2nnc(C3CC3)s2)=NN1	6%	1%	0%	-1%	8	-2%	-13%	1%	-18%	11%	-10%
CCOC(=O)c1c(NC(=O)CSc2cccc[n+]2[O-])sc(C(=O)Nc2ccccc2)c1C	u	1%	-5%	3%	-3	24%	u	-4%	u	-21%	u
CCOC(=O)C1Oc2ccccc2C(C(=O)OC)=C1C(=O)OC (configuration not stated)	3%	x	-15%	-9%	-2	-2%[11.5 µM]	6%	5%	6%	-3%[46.1 µM]	0%
O=C(CCSc1ccccc1)N1CCOCC1	4%	1%	-1%	0%	-1	-6%	u	-10%	3%	-2%	u
CCCCCOC(=O)c1ccc(NC(=O)c2ccco2)cc1	-10%	u	3%	-13%	-4	29%	0%	-29%	-24%	2%	-5%
Cc1cccc(Oc2nc(-c3cccc([N+](=O)[O-])c3)nc3ccccc23)c1C	-6%	-1%	-3%	2%	6	-8%	-4%	-12%	12%	5%	-2%
COC(=O)CNC(=O)COC(=O)Cc1ccc(Cl)cc1	1%	6%	-3%	3%	3	0%	5%	-17%	-4%	-3%	-15%
CCCCCCC1/C(=N\NC(=O)c2ccccc2)CCC1C(=O)OC (configuration not stated)	-1%	-16%	0%	0%	0	-9%	10%	-2%	0%	1%	u
O=C(OCc1ccccc1)c1ccc(Br)o1	1%	2%	-2%	1%	-3	-2%	u	-1%	13%	2%	u
CCOC(=O)C(C)Oc1nc(Oc2ccccc2)nc(N(C)C)n1 (configuration not stated)	0%	5%	-4%	-1%	-12	-2%	2%	9%	1%	-2%	-16%
C=CCn1c2ccccc2c(=O)c2cc(C#CC[C@@H](C)O)ccc21	i	17%	-6%	-3%	10	20µM*	u	-13%	-18%	2%	10%
COc1ccc(CCN(C)CC(=O)Nc2ccc(F)c(Cl)c2)cc1OC	3%	-17%	-2%	-1%	37	7%	-1%	-3%	-10%	0%	-11%
Cc1ccc(CC(=O)NCc2ccc(F)cc2)cc1	1%	1%	0%	-7%	2	3%	7%	-2%	-21%	-5%	u
O=C(NC1CCCCC1)c1cc(S(=O)(=O)N2CCCC2)ccc1Cl	1%	11%	3%	0%	6	-3%	7%	-4%	0%	7%	-1%
CCCc1nc2oc3ccccc3c(=O)c2c(=O)n1-c1ccccc1	-5%	-1%	1%	0%	5	-2%	u	-2%	-18%	-2%	x
CC(=O)Nc1cccc(Cl)c1C(=O)O	0%	4%	0%	1%	-14	3%	-2%	2%	25%	-7%	2%
CC1CCCCN1CC(=O)Nc1sc2c(c1C#N)CCC2 (configuration not stated)	-1%	-5%	0%	-15%	3	7%	-3%	-3%	0%	x	u
COc1cc(/C=C(\C#N)C(=O)NCC2CCCO2)ccc1OCCC(C)C (configuration not stated)	24%	-2%	-4%	1%	-8	50%	-1%	-3%	-2%	-3%	u
CCOC(=O)CSc1nnc(-c2cccc(Cl)c2)n1CC	3%	0%	-6%	2%	-3	-1%	7%	-1%	14%	-8%	u
CC1(C)CC(=O)C2=C(C1)OC(/N=C/N1CCOCC1)=C(C#N)C2c1ccccc1 (configuration not stated)	3%	3%	-4%	-2%	9	4%	3%	-2%	2%	-4%	7%
Cc1ccc(C2=NS(=O)(=O)N(C)C(C(=O)NCc3cccs3)=C2)cc1	-6%	12%	1%	2%	1	-3%	-8%	-1%	1%	7%	-4%
Cc1cccn2c(=O)c(/C=C(\C#N)S(=O)(=O)c3ccccc3)c(Oc3ccc(Cl)cc3)nc12	1%	20%	-4%	-10%	8	1%	u	-7%	10%	2%[46.1 µM]	1%
CC1(C)CC(n2c(=S)[nH]c3ccccc3c2=O)CCO1 (configuration not stated)	1%	1%	-1%	-2%	2	-2%	-9%	-17%	-19%	-1%	10%
Next compounds:
SMILES	ASM inhibitor	Mito fusion yeast	TSG101-PTAP inh	Tb PFK block	TSHR antagonist	A-T KAP1 phos	ELG1 DNA repair	Eya2 inh	a7 integrin act	TCR act	Chronic BCR inh
Cn1c(SCC(=O)Nc2nccs2)nnc1-c1ccco1	-1%	1%	-2%	1%	-2	1%	6%	-3%	-8%	2%[46.1 µM]	u
COc1ccc(S(=O)(=O)N2CCCC2)cc1C(=O)O	1%	-4%	-3%	0%	13	1%	-1%	-2%	u	-4%	u
N=c1n(CCO)c2ccccc2n1CCOc1ccccc1	4%	-3%	-4%	24µM*	-3	0%	-16%	-3%	-44%	-2%	0%
CCN1CCN(C(c2ccccc2F)c2nnnn2Cc2ccc3c(c2)OCO3)CC1 (configuration not stated)	-2%	-2%	-1%	0%	-5	15%	22%	2%	-15%	6%	0%
O=C(Cc1cc(=O)[nH]c(=O)[nH]1)NCCN1CCOCC1	5%	-2%	-3%	1%	6	-3%	11%	-3%	-3%	11%[46.1 µM]	u
COC(=O)Cc1[nH]nc2c1C(c1cccc(OC)c1OC)C(C#N)=C(N)O2 (configuration not stated)	-1%	-3%	-2%	-10%	18	-5%	11%	34%	33%	1%	u
Cc1ccc(NC(=O)NC(=O)COc2ccc(Cl)cc2Cl)c(C)c1	5%	-1%	-2%	0%	8	1%	2%	5%	17%	14%[46.1 µM]	-5%
COCCN(C(=O)COC(=O)CCCOc1ccccc1)c1c(N)n(Cc2ccccc2)c(=O)[nH]c1=O	1%	-3%	-12%	-2%	10	-4%	-8%	-23%	-6%	-5%	u
Cc1ccsc1C(=O)N(C)C1CCS(=O)(=O)C1 (configuration not stated)	3%	-8%	0%	0%	7	0%	u	-4%	u	4%	5%
COC(=O)c1ccccc1NC(=O)Oc1ccc(F)cc1	24%	0%	1%	-12%	-14	4%	1%	10%	10%[7.66 µM]	3%	-3%
COc1cccc(N2CCN(C(=O)C3CCN(S(=O)(=O)c4ccc5c(c4)oc(=O)n5C)CC3)CC2)c1	3%	5%	1%	6%	11	1%	5%	-4%	29%	-1%	2%
COCc1cc(C)nc(OCC(=O)N/N=C\c2cc(C)n(-c3cccc(C(F)(F)F)c3)c2C)c1C#N	-2%	1%	-4%	3%	9	4%	-5%	7%	-55%[inhibitor]	3%	28%
O=C(CN1C(=O)NC2(CCCCCC2)C1=O)Nc1ccc([N+](=O)[O-])cc1	-2%	x	0%	-2%	1	11%	16%	-2%	-32%	-1%	0%
COc1ccc(N(Cc2cc3cc(OC)ccc3[nH]c2=O)S(=O)(=O)c2ccc(NC(C)=O)cc2)cc1	29%	-1%	-5%	1%	-21	17%	u	-4%	2%	6%	-20%
O=C(/C=C/c1ccccc1)Nc1cccnc1	2%	-3%	-2%	0%	0	1%	u	4%	43%	x	u
